Compound activity from PubChem.
Vc quorum ag: quorum light induction in luxS cqsA deficient V. cholerae; V. cholerae BH1578 lux reporter, luminescence, 6 h; 0.16% of 350,000 active; activation, % at 18.7 µM; in the data active = activation mostly above about 9.7%, no sharp cut-off; note: not every result past the cut was called active; inactives centre near 0; reference of the scale not given here
DUSP3 inh: blocks human VHR1 dual specificity phosphatase; P51452; recombinant VHR phosphatase, pNPP absorbance; inhibition, % at 13.3 µM; 0.52% of 290,000 active; in the data active = inhibition above about 50%; note: some compounds called inactive have numbers as strong as hits
Target sequence (P51452 whole entry, looked up): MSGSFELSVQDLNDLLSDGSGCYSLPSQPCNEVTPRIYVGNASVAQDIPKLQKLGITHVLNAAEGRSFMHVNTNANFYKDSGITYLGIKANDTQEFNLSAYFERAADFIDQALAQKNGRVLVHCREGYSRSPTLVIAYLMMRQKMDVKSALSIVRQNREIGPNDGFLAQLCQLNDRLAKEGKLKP
BioA inh: inhibitors of Mycobacterium tuberculosis BioA enzyme | purified M. tuberculosis BioA enzyme, plate reader | inhibition, % at 9.99 µM | 0.096% of 360,000 active; in the data active = inhibition above about 40%
Mtb UGM inh: blocks M. tuberculosis UGM enzyme; P9WIQ1; purified UGM, fluorescence polarization probe displacement; AID 504406; inhibition, % at 10 µM; 0.06% of 320,000 active; in the data active = inhibition above about 10%, passing the limit was not always enough
Target sequence (P9WIQ1 whole entry, looked up): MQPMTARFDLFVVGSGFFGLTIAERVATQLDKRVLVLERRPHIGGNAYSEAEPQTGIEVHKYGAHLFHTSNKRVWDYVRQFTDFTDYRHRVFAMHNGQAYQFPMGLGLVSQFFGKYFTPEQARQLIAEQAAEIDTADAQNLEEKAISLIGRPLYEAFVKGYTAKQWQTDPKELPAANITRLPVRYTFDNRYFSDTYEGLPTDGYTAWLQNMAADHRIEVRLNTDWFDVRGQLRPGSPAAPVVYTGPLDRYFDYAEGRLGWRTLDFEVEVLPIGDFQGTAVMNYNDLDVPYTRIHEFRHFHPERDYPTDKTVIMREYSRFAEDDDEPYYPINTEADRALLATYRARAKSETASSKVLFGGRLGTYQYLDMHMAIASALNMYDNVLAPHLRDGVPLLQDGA
PriA SSB inh: inhibitors of Klebsiella pneumoniae PriA binding to SSB C-terminal tail; 0.6% of 430,000 active; AlphaScreen SSBct-PriA binding, biotinylated peptide; AID 1272365; inhibition, % at 33 µM; in the data active = inhibition mostly above about 37%, no sharp cut-off; inactive = mostly below about 20%;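 note: plate controls were negative control peptide for no effect and reference peptide for full effect; strong numbers were not always called active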
MazEF act: activators of E. coli MazEF toxin-antitoxin RNase; P0AE70; FAM/BHQ RNA-DNA oligo cleavage fluorescence, 5 h; activation, % at 20 µM; 0.32% of 350,000 active; AID 504720; in the data active = activation above about 50%
Target sequence (P0AE70 whole entry, looked up): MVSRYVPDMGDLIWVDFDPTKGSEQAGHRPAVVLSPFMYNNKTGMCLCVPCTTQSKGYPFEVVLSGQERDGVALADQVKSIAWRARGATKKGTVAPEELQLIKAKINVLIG
Rv3671c inh: inhibitors of M. tuberculosis serine protease Rv3671c; inhibition, % at 5.96 µM; 0.048% of 320,000 active; P9WHR9; in the data active = inhibition above about 38%;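 note: extracellular domain of Rv3671c used as enzyme; 0% = enzyme with DMSO and 100% = no enzyme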
GDH-TPI counter: inhibits GDH-TPI coupling enzymes, artifact for Mtb FBA screen | GDH-TPI coupled enzyme counterscreen, NADH absorbance | inhibition, % at 4.8 µM | 1.2% of 360,000 active; in the data active = inhibition above about 30%;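 note: 0% = DMSO wells and 100% = wells lacking the enzyme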
SARS 3CLpro inh: SARS-CoV 3CLpro protease inhibition; 0.14% of 290,000 active; inhibition, % at 6 µM; P0C6X7; recombinant SARS-CoV 3CLpro, quenched FRET peptide cleavage; AID 1706; in the data active = inhibition above about 12%
Mtb FBA inh: Mtb fructose-bisphosphate aldolase inhibition | P9WQA3 | purified M. tuberculosis FBA, fluorescence read-out | inhibition, % at 1 µM | 2.3% of 360,000 active; in the data active = inhibition above about 27%;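 note: 0% = vehicle and 100% = reference inhibitor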
Target sequence (P9WQA3 whole entry, looked up): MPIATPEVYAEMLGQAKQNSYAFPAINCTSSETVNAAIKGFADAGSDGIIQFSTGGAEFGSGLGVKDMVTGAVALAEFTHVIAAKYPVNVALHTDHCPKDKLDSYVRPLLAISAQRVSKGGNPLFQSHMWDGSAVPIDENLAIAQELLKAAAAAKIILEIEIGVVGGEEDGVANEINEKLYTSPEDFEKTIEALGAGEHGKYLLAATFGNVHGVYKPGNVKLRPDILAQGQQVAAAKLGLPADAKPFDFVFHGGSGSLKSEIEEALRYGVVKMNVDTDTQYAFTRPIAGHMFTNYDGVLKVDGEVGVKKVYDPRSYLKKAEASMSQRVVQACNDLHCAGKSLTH
Starred values were filed as active, the others as inactive; i = inactive; . = no result given; & = joins results of further samples. Not all compounds are listed. The share of hits here may be higher or lower than overall.

Start of the listing, in advance, 4 compounds:
SMILES	Vc quorum ag	DUSP3 inh	BioA inh	Mtb UGM inh	PriA SSB inh	MazEF act	Rv3671c inh	GDH-TPI counter	SARS 3CLpro inh	Mtb FBA inh
COc1cc(Cn2c(-c3ccc(O)c(OC)c3)nc3ccccc32)ccc1O	i	9	.	3.5	4	0	-7	19	-1	15
O=C(Nc1cccnc1)C1CCCN1S(=O)(=O)c1ccc(Cl)c(Cl)c1 (centres undefined)	-0.3	-3	6.7	-0.5	-11	1	-6	-5	1	4
CCCc1nnc(NC(=O)C(=O)NCCN(CC)CC)s1	0.3	3	.	.	-9	-2	.	3	7	-1
CCc1nnc(NC(=O)CSc2ncc(-c3ccccc3)[nH]2)s1	-0.4	31	-0.1	2.8	-12&-6	1	-2	6	1	0

All compounds of this part, from the first entry:
SMILES	Vc quorum ag	DUSP3 inh	BioA inh	Mtb UGM inh	PriA SSB inh	MazEF act	Rv3671c inh	GDH-TPI counter	SARS 3CLpro inh	Mtb FBA inh
COc1cc(Cn2c(-c3ccc(O)c(OC)c3)nc3ccccc32)ccc1O	i	9	.	3.5	4	0	-7	19	-1	15
O=C(Nc1cccnc1)C1CCCN1S(=O)(=O)c1ccc(Cl)c(Cl)c1 (centres undefined)	-0.3	-3	6.7	-0.5	-11	1	-6	-5	1	4
CCCc1nnc(NC(=O)C(=O)NCCN(CC)CC)s1	0.3	3	.	.	-9	-2	.	3	7	-1
CCc1nnc(NC(=O)CSc2ncc(-c3ccccc3)[nH]2)s1	-0.4	31	-0.1	2.8	-12&-6	1	-2	6	1	0
COc1ccc(C)cc1N(CC(=O)Nc1ccc(S(=O)(=O)N2CCCC2)cc1)S(C)(=O)=O	-0.3	13	1.1	-0.8	-4	-4	.	0	-1	2
CCCN1C(=O)c2ccc(C(=O)Nc3ccccc3C(=O)O)cc2C1=O	0.9	.	0.7	2.8	4	0	-6	7	6	0
COc1ccc(OCCN2CCCC2)cc1Nc1nnc(Cl)c(Nc2ccccc2S(C)(=O)=O)n1	-0.6	.	-0.3	.	1	4	.	22	.	5
CN(CCc1cn[nH]c1)Cc1nc(C(c2ccccc2)c2ccccc2)no1	-0.4	39	1.3	-2.3	0	-14	-5	-1	3	-1
COCCNC(=O)C1CCC(=O)N1S(=O)(=O)c1ccc(C)cc1 (centres undefined)	i	-17	3.1	-1.6	-13	-33	1	9	-4	1
CCN(CC)S(=O)(=O)c1cc(Cl)ccc1OC	-0.3	11	.	5.5	-22	-3	-3	8	0	-3
Cc1ccccc1OCC(=O)NCCC(=O)O	i	15	.	2.2	-6	1	8	7	0	0
CCOC(=O)CCC(NC(=O)c1ccc(NCN2C(=O)CCC2=O)cc1)C(=O)OCC (centres undefined)	i	7	0.4	0.3	-17	4	5	0	-2	0
COc1ccc(NC(=O)CSc2ncnc3c2cnn3Cc2ccccc2)cc1OC	.	-2	-0.6	-0.8	-1	-9	-6	-4	-3	3
CCCCn1nc2cc(C(=O)NCCc3ccc(C)cc3)ccc2c1OCC	-1.2	9	-1.0	2.9	7	2	2	1	1	22
Cc1ccccc1OCC(=O)Nc1cc(S(=O)(=O)N2CCOCC2)ccc1N1CCCC1	-0.3	.	-1.5	-1.4	-1	-4	-14	5	.	1
Cc1ccc(C(=O)N(CC(=O)Nc2sc(C)c(C)c2C(N)=O)C2CCCC2)cc1	i	14	1.2	-0.2	4	4	-2	7	6	-2
CC(=O)N1CCN(c2ccnc3cc(Cl)ccc23)CC1	i	5	7.1	-2.4	-4	9	6	3	3	1
CCC1(C)OC(=O)N(CCCn2ccnc2C)C1(C)O (centres undefined)	i	19	0.2	-0.8	-25	4	1	10	3	-1
CCNC(=O)C(Cc1ccccc1)NC(=O)OCc1ccccc1 (centres undefined)	8.5	8	1.7	2.2	14	3	1	-1	-3	-3
CCN(C(=O)C(C)OC(=O)C1C(C(=O)OC)=C(C)NC(C)=C1C(=O)OC)c1ccccc1 (centres undefined)	-0.1	29	.	2.4	-2	3	-1	11	-1	7
C[N+](C)(C)CCOC(=O)C1(c2ccccc2)CCCC1	i	6	.	1.2	-12	-4	5	1	-2	2
Cn1cc(C(N)=O)c2ccccc21	-0.1	21	-0.7	-3.6	-4	0	11	-10	-2	2
CC1CC(C)CN(S(=O)(=O)N2CCCC(C(=O)NC3CCCCC3)C2)C1 (centres undefined)	-5.6	-20	-0.4	0.4	-3	1	6	-6	6	3
COc1ccc(C(=O)O)cc1S(=O)(=O)N(C)C	-0.2	-2	-1.7	-1.1	-23	-20	-4	-5	2	-8
NS(=O)(=O)c1ccc(CCNC(=O)c2ccc([N+](=O)[O-])s2)cc1	-0.8	7	23	3.7	-15	13	-1	5	-1	1
O=C1/C(=C/c2cccnc2)Cc2ccc(Cl)cc21	-1.5	.	1.9	0.5	-2	-6	15	4	.	1
COc1ccc(NC(=S)N2CCN(C/C=C/c3ccccc3)CC2)cc1OC	.	24	2.3	3.5	14	1	-3	-4	-2	0
CCc1ccc(N=C2NC(=O)/C(=C/c3cc(OC)c(OC)c(OC)c3)S2)cc1	i	-14	-2.2	2.7	-3	-13	-31	30	0	1
O=C(O)CCn1c(SCCOc2ccccc2F)nc2ccccc21	i	7	-0.9	4.9	-8	-2	.	13	5	4
CC(C#N)Sc1ncnc2sc3c(c12)CCC3 (centres undefined)	-0.5	0	-1.0	0.1	0	-1	-1	-7	-1	-2
Brc1ccc(-n2c(SCc3nc4ccccc4[nH]3)nnc2-c2ccncc2)cc1	-0.3	33	.	3.6	12	-5	-5	0	3	2
Cc1ccc(C2NNC(=O)C2NC(=O)c2ccccc2)cc1 (centres undefined)	1.6	9	-0.1	0.5	4	5	-6	6	4	6
O=C(c1cn(-c2ccccc2)nc1-c1ccc(Br)cc1)N1CCOCC1	1.1	-8	-0.1	1.7	-6	1	-1	8	1	0
O=C(O)CSc1nc(-c2ccccc2)nc2c1oc1ccccc12	i	4	1.5	1.5	-26	1	-7	19	4	0
Cc1ccc2cc(C(c3nnnn3C3CCCC3)N(Cc3ccccc3)Cc3ccco3)c(=O)[nH]c2c1 (centres undefined)	i	0	.	-0.5	-19	-2	3	14	6	-2
CCc1ccc(CN2CCC(Oc3ccc(C(=O)N4CCCCC4)cc3)CC2)cc1	i	23	0.4	-0.6	-2	-3	.	-11	-1	-5
COc1ccc(NCC(=O)N/N=C(\C)c2cc3ccccc3o2)cc1	-0.5	16	.	-1.1	.	5	5	6	1	0
Cc1nnc(C)n1/N=C/c1ccc(-c2ccccc2)cc1	0.5	-8	-0.5	0.2	.	0	-3	6	2	-2
COc1ccc([N+](=O)[O-])cc1NC(=O)Nc1ccc(OC)c(OC)c1	i	-3	2.3	-0.7	1	1	6	5	-3	2
Nc1nc(-c2sc3nc4c(cc3c2N)CCCC4)nc(N2CCOCC2)n1	-0.6	26	-2.4	2.1	-10	3	-3	22	-4	13
COc1ccc(C(=O)/C=C/C(=O)N(Cc2ccccc2)C(C(=O)NC2CCCCC2)c2ccncc2)c(O)c1 (centres undefined)	-0.2	8	-0.9	0.7	11	-7	-2	2	2	3
Cc1nc2ccccn2c1-c1ccnn1S(=O)(=O)c1ccc(F)cc1	0.6	17	-0.8	-1.7	0	0	-2	0	1	-2
Cc1ccc(S(=O)(=O)n2nc(-c3ccco3)nc2N)cc1	-1.6	16	.	-0.2	3	1	-1	-3	4	5
CCOc1ccc(S(=O)(=O)N(CC)CC(=O)N2CCOCC2)cc1C	0.6	-8	1.4	-2.3	-2	1	1	-4	-4	1
O=C(CSc1nnc(-c2ccccn2)n1Cc1ccco1)c1ccccc1	i	18	-0.8	-1.1	-15	2	-7	0	-1	2
CC(=O)N1SC(N)=NC1c1ccccc1 (centres undefined)	-0.3	32	-1.6	-0.4	-5	1	-8	0	1	4
COC(=O)C1=C(c2ccc(Cl)c(C(F)(F)F)c2)C[C@@H]2CC[C@H]1N2C(=O)NCc1cc(C)oc1C(F)(F)F	-0.4	.	-1.0	-1.7	-13	1	-23	4	.	2
COc1ccc(CCNc2nc(N3CCCCC3)nc(N3CCCCC3)n2)cc1OC	-0.3	-4	5.5	-1.6	2	-9	3	6	3	3
CCCN(C(=O)c1cc(Cl)nc2ccccc12)C1CCS(=O)(=O)C1 (centres undefined)	i	.	.	-1.7	-8	5	0	0	.	3
CCOc1ccccc1N(CC(=O)NCCc1ccccc1)C(=O)CCC(=O)Nc1ccccn1	-0.4	11	0.2	-3.5	-14	4	3	-5	-2	-4
COc1cc(/C=C2/SC(=S)N(CCC(=O)Nc3ccccc3)C2=O)cc(OC)c1OC	-0.4	-9	-0.4	2.4	3	-88	-10	8	5	3
CCN(CC)C(=S)NC(=O)Cc1ccccc1	i	8	.	0.7	-8	-2	11	0	-2	2
CN(Cc1ccccc1F)C(=O)c1ccccc1Sc1ccccc1C#N	1.3	-3	0.2	-0.2	-4	-4	2	0	-3	-2
Cc1cc(OCC(=O)Nc2ccc(S(=O)(=O)N3CCN(C)CC3)cc2)ccc1Br	i	14	-2.0	1.3	14&3	1	4	4	-5	1
Cc1ccc(C(=O)c2ccccc2C(=O)OCC(=O)N2C(C)CCCC2C)cc1 (centres undefined)	i	.	.	4.8	6	3	0	-4	.	0
COc1cc(OC)cc(OCC(O)Cn2cnc(-c3ccccc3)c2)c1 (centres undefined)	-0.4	9	-3.8	0.5	11	5	-6	15	-1	2
C/C(=N\NC(=O)c1ccoc1C)c1cccnc1	0.1	-5	0.9	0.9	.	8	-14	-1	-3	5
COc1ccc2[nH]c(=O)c(CN(Cc3cccnc3)C(=S)NCC3CCCO3)cc2c1 (centres undefined)	-0.3	8	.	1.2	-17	-9	-5	3	2	11
CCCc1nnc2n1N=C(c1ccc(OC)c(OC)c1)CS2	i	9	.	0.8	-4	-1	-9	17	0	-2
O=C(CN1C(=O)/C(=C/c2ccccc2F)Sc2ccccc21)NCCCN1CCOCC1	-3.1	-15	0.2	-0.6	2	1	-1	18	3	-1
Next part:
SMILES	Vc quorum ag	DUSP3 inh	BioA inh	Mtb UGM inh	PriA SSB inh	MazEF act	Rv3671c inh	GDH-TPI counter	SARS 3CLpro inh	Mtb FBA inh
O=C(CSc1nnnn1C1CC1)Nc1cc(S(=O)(=O)N2CCCC2)ccc1Cl	i	.	0.8	4.2	5	7	4	-2	.	-1
COc1ccc(C2CC(=O)Oc3ccc(OC)cc32)cc1 (centres undefined)	i	.	1.4	.	-14	3	.	-1	.	0
Cc1ccc(Cl)c(NC(=O)CN(C)CC(=O)Nc2ccc(F)c(F)c2F)c1Cl	i	8	-0.2	.	-7	0	4	2	-1	4
CC(C)OP(=O)(OC(C)C)C(Nc1ccccn1)c1ccc(F)cc1 (centres undefined)	i	-8	.	1.2	1	-4	-16	-3	-7	-3
CCN(CC(=O)N1CCOCC1)S(=O)(=O)c1ccc(Cl)cc1	-0.4	18	-1.2	2.4	-14	-4	6	-1	1	0
CC(=O)c1ccc(NC(=O)C2CC(=O)N(C(C)C)C2)cc1 (centres undefined)	-0.2	21	9.1	3.7	-12	4	0	-1	4	9
CCOC(=O)C1(CCCc2ccccc2)CCN(C(=O)C(C)n2cncn2)CC1 (centres undefined)	i	0	-0.5	-2.2	-2	-3	3	8	-1	-1
COc1ccc(C(=O)OCCOc2ccccc2C(C)=O)c(O)c1	i	22	.	-2.8	-32	-27	-1	6	0	6

Profiles, quoted from the list.
CCOC(=O)C1(CCCc2ccccc2)CCN(C(=O)C(C)n2cncn2)CC1 (centres undefined) in the list: Vc quorum ag = i; DUSP3 inh = 0; BioA inh = -0.5; Mtb UGM inh = -2.2; PriA SSB inh = -2; MazEF act = -3; Rv3671c inh = 3; GDH-TPI counter = 8; SARS 3CLpro inh = -1; Mtb FBA inh = -1
CCN(CC(=O)N1CCOCC1)S(=O)(=O)c1ccc(Cl)cc1 in the list: Vc quorum ag = -0.4; DUSP3 inh = 18; BioA inh = -1.2; Mtb UGM inh = 2.4; PriA SSB inh = -14; MazEF act = -4; Rv3671c inh = 6; GDH-TPI counter = -1; SARS 3CLpro inh = 1; Mtb FBA inh = 0
Cc1ccc(Cl)c(NC(=O)CN(C)CC(=O)Nc2ccc(F)c(F)c2F)c1Cl in the list: Vc quorum ag = i; DUSP3 inh = 8; BioA inh = -0.2; Mtb UGM inh = .; PriA SSB inh = -7; MazEF act = 0; Rv3671c inh = 4; GDH-TPI counter = 2; SARS 3CLpro inh = -1; Mtb FBA inh = 4
